MCL1-BIM inh: MCL1-BIM-BH3 interaction inhibition (human); Q07820; GST-MCL1 / FITC-Bim-BH3 fluorescence polarization; inhibition, % at 10.9 µM; 320,000 compounds, 0.68% hits; AID 2057;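 active = inhibition above the mean inhibition of all tested compounds plus 3 SD, set per campaign, cut at about 40% in these data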;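 note: 0% = DMSO wells and 100% = unlabeled Bim-BH3 peptide control; higher means more loss of mP so more displacement of Bim peptide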
Target sequence (Q07820 whole entry, looked up): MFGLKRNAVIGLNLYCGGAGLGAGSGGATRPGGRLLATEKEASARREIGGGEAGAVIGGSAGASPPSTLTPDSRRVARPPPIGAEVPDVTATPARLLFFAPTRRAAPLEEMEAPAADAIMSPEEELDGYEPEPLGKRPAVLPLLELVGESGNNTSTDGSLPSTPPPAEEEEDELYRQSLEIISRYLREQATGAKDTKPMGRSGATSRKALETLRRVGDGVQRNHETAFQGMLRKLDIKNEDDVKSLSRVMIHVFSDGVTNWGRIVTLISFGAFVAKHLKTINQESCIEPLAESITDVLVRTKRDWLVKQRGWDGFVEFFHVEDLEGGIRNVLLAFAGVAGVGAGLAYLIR
AGP1 TOR yeast: alters AGP1-GFP fluorescence in TOR pathway yeast screen; 320,000 compounds, 0.02% hits; GFP response vs DMSO, % at 10 µM; S. cerevisiae AGP1-GFP multiplex flow cytometry, 3 h; GFP as percent of DMSO wells;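 active = GFP response relative to DMSO above a set limit, near screen average plus 3 SD, cut at about 150% in these data; inconclusive = fewer than 70 cells counted for the yeast strain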;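 note: median GFP channel fluorescence of the gated AGP1 strain per well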
CIT2-GFP yeast: modulators of TOR pathway CIT2-GFP in S. cerevisiae; S. cerevisiae CIT2-GFP strain, flow cytometry, 3 h; 100 means same as DMSO wells; GFP response vs DMSO, % at 10 µM; 320,000 compounds, 0.065% hits; AID 2029;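 active = GFP response relative to DMSO above a set limit, near the screen mean plus 3 SD, cut at about 150% in these data; inconclusive = Fewer than 70 cells measured for a yeast strain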;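 note: ratio of well median GFP fluorescence to mean of DMSO wells on the plate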
Yeast superoxide: yeast age-related superoxide inhibition as caloric restriction mimetic | AID 2690 | superoxide response (% of plate mean), % at 10 µM | 330,000 compounds, 0.18% hits | S. cerevisiae aged cells, superoxide DHE fluorescence; stronger effect = lower value;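 active = superoxide response under a set limit, about three screen SD below normal, cut at about 65% in these data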;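 note: yeast aged for seven days with compound at 30 °C before DHE staining; 100% = average MFI of all compound-treated wells on the plate with controls excluded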
VLA-4 inh: inhibition in a human VLA-4 binding assay | P13612 | VLA-4 expressing cells, ligand binding flow cytometry | inhibition, % (about 7 µM as worked out from the volumes in the protocol) | 330,000 compounds, 0.2% hits | AID 2557; in the data active = inhibition above about 50%
GRK2 aptamer HTS: inhibitors of human GRK2 displacing RNA aptamer | P25098 | bead flow cytometry, FAM-aptamer displacement from GRK2 | inhibition of aptamer binding, % at 10 µM | 330,000 compounds, 0.59% hits;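 active = inhibition of aptamer binding above 40%, roughly 3 SD of noise, on plates passing a quality check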;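 note: median bead fluorescence of bound FAM aptamer so fluorescent compounds give negative values; no value below 0 was filed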
Target sequence (P25098 whole entry, looked up): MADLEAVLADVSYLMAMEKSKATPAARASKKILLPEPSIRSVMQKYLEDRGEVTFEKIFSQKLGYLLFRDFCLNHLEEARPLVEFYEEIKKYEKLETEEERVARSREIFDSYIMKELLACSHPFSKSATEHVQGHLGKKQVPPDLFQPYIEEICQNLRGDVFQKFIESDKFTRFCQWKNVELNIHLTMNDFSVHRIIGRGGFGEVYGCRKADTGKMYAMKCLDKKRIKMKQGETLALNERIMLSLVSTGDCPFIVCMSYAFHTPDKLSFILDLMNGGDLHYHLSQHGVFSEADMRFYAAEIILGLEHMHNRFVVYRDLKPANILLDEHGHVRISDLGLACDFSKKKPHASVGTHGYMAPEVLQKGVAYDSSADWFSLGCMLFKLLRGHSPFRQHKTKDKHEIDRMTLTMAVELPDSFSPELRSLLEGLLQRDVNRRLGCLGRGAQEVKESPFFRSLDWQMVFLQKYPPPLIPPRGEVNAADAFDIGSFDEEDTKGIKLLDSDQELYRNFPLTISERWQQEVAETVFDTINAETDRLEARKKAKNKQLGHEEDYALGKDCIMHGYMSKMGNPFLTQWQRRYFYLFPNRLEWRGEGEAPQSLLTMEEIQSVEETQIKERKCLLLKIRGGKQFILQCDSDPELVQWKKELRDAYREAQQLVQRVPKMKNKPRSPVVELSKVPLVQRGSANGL
GLD-1 RNA inh: GLD-1-TGE RNA interaction inhibition (C. elegans); Q17339; purified GLD-1 + fluorescein TGE RNA, fluorescence polarization; inhibition, % at 5.96 µM; 320,000 compounds, 0.44% hits;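 active = percent inhibition above a per-plate cutoff, the plate mean of test compounds plus 3 SD, cut at about 30% in these data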;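 note: 0% = DMSO wells with GLD-1 and probe and 100% = wells lacking GLD-1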
MEX-5 binding: C. elegans MEX-5 TCR-2 RNA binding activity; Q9XUB2; MEX-5/FITC-TCR2 RNA binding, fluorescence polarization; stronger effect = lower value; activity score (negative = inhibition of binding), % at 10 µM; 300,000 compounds, 0.38% hits; AID 1832;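 active = inhibition past about -25% in most replicates, and total fluorescence under double the plate's negative control median, limit read from the data; inconclusive = replicates evenly split on the limit, or fluorescence at least double controls; inactive = too little inhibition in most replicates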;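 note: 0% = DMSO and -100% = 5 µM competing unlabeled TCR2 RNA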
Bcl-xL primary: blocks human Bcl-xL binding to Bim BH3 peptide; Q07817; GST-Bcl-xL / FITC-Bim BH3 peptide fluorescence polarization; inhibition, % at 10.9 µM; 320,000 compounds, 0.7% hits;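 active = inhibition above the mean of all tested compounds plus 3 SD, cutoff set per campaign, cut at about 30% in these data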;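 note: 0% = DMSO wells and 100% = unlabeled Bim-BH3 peptide competitor; inhibitors lower millipolarization by displacing the labeled peptide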
* hit, by the source's call; i = inactive; ? = inconclusive; / = no result given.

SMILES	MCL1-BIM inh	AGP1 TOR yeast	CIT2-GFP yeast	Yeast superoxide	VLA-4 inh	GRK2 aptamer HTS	GLD-1 RNA inh	MEX-5 binding	Bcl-xL primary
COC(=O)C1C2C=CC3(CN(Cc4cccs4)C(=O)C13)O2 (stereo not given)	2.5	108.9	111.4	127.6	9.0	1.0	-0.4	-0.4	3.5
CN1C(=O)CSc2ccc(NC(=O)Nc3ccccn3)cc21	-4.2	102.8	109.8	81.7	1.6	0.0	-1.1	-6.4	0.9
Cc1nn(-c2ccccc2)c(N)c1C(O)(CC(=O)C(F)(F)F)C(F)(F)F (stereo not given)	4.0	95.6	100.2	93.5	8.4	0.0	4.1	0.6	2.1
Nc1cccc(P(=O)(c2ccccc2)c2ccccc2)c1	0.0	99.6	107.3	122.6	3.7	3.0	3.7	3.5	2.7
FC(F)(F)c1ccnc(Sc2n[nH]c(C(F)(F)F)n2)c1	3.9	102.4	108.2	113.6	14.9	0.0	0.5	-0.7	-0.2
Nc1nc2nc(SCC(=O)N3CCCc4ccccc43)[nH]c2c(=O)[nH]1	1.9	96.7	87.8	87.4	-6.3	0.0	1.4	-1.1	3.6
Brc1ccc(Oc2ncc(CN3CCOCC3)s2)cc1	3.7	97.4	100.4	99.1	10.8	0.0	12.1	-1.0	3.2
COC(=O)c1cc2ccccc2c(-c2c(O)ccc3ccccc23)c1O	3.2	99.7	82.0	100.0	17.9	0.0	8.9	-0.8	-0.5
CN(CCc1ccccn1)S(=O)(=O)c1ccc(F)cc1	5.7	99.2	101.7	99.7	-5.4	0.0	-8.5	-1.3	4.8
O=C1CC(Nc2ccccc2)C(=O)N1c1ccc(N2CCOCC2)cc1 (stereo not given)	5.5	112.1	116.6	113.5	12.3	2.0	1.5	/	5.3
CCCCCCCOc1ccc(-c2ccc(C#N)cn2)cc1	5.3	99.2	102.0	88.6	5.5	0.0	4.2	-0.6	1.3
O=C1NN(c2ccc(F)cc2)C(=O)/C1=C/c1cccs1	-2.3	96.4	102.2	108.1	-3.8	6.0	5.1	-2.2	-1.6
O=C(O)CCn1c(-c2ccccc2)cc2ccccc21	8.8	100.3	78.0	105.1	-1.8	3.0	4.0	-3.2	10.8
COCCc1ncc(CN2CCCC(C(=O)Nc3cccc(-c4cccc(C)c4)c3)C2)cn1 (stereo not given)	1.0	115.3	104.5	100.4	7.7	0.0	7.8	1.8	5.1
COCCN(C(=S)Nc1cc(C)cc(C)c1)C(C)c1cccnc1 (stereo not given)	10.1	102.8	104.8	89.2	0.6	0.0	5.7	1.9	6.3
CCCCN(C(=O)NC(=O)Nc1nc2ccc(OC)cc2s1)S(C)(=O)=O	12.0	103.4	105.7	83.4	0.7	0.0	-0.6	-0.7	12.9
Cc1ccc(Nc2nc(N3CCOCC3)nc(N3CCOCC3)n2)cc1C	8.1	98.6	103.4	107.1	3.5	1.0	4.7	-1.5	0.5
Cc1ccc(CCNC(=O)C2CCN(S(=O)(=O)c3cccc4nsnc34)CC2)cc1	1.6	99.6	94.2	88.5	3.4	0.0	-2.7	-0.3	4.2
Cc1[nH]c(=O)[nH]c(=O)c1S(=O)(=O)N1CCCC1	4.3	98.5	99.3	91.2	1.7	0.0	5.6	-2.2	5.4
CCn1c(=O)c(CCC(=O)NCC2CCCO2)c(C)c2c(C)nn(-c3ccccc3)c21 (stereo not given)	6.4	98.5	105.1	103.0	0.2	1.0	6.8	-4.1	3.2
CCOC(=O)c1c(/N=C/N(C)C)sc(C=O)c1-c1ccccc1	6.7	93.8	94.7	110.0	0.1	1.0	9.8	-0.1	2.8
COc1ccc(CCC(=O)NNC(=O)Nc2ccc(C(C)=O)cc2)cc1	-2.3	93.3	86.6	106.7	3.8	2.0	-2.2	-1.5	-0.7
CCOc1ccc(N2C(=O)CC(/C=C3/N(C)c4ccccc4C3(C)C)C2=O)cc1 (stereo not given)	-41.3	92.9	99.8	92.2	-27.7	0.0	-5.2	3.9	-15.3
Cc1ccc(Cl)cc1NS(=O)(=O)c1cn(C)nc1C	-1.0	?	96.5	60.6*	-7.0	2.0	6.5	-1.9	1.9
CC1CCCCN1CCCNC(=O)c1c(O)nc2ccccn2c1=O (stereo not given)	11.4	97.0	101.6	110.2	i	0.0	2.8	1.3	7.2
(further entries)
SMILES	MCL1-BIM inh	AGP1 TOR yeast	CIT2-GFP yeast	Yeast superoxide	VLA-4 inh	GRK2 aptamer HTS	GLD-1 RNA inh	MEX-5 binding	Bcl-xL primary
O=C(O)COc1ccc2c(c1)O/C(=C\c1ccco1)C2=O	20.6	93.8	95.6	102.0	11.4	32.0	4.3	-4.1	14.4
Cc1sc2nc(COC(=O)c3cccc(OC(F)F)c3)[nH]c(=O)c2c1C	1.6	104.3	107.2	98.2	-4.2	0.0	3.5	-1.6	2.8
O=C(CC1CCCC1)NNC(=O)c1ccc(F)cc1	-2.9	94.7	93.9	110.7	2.1	0.0	6.2	-3.0	2.9
CCCc1cc(=O)[nH]c(SCCc2ccccc2)n1	12.2	95.5	104.2	102.8	9.1	3.0	3.8	-1.5	9.2
N#C/C(=C\c1ccc([N+](=O)[O-])cc1)C(=O)Nc1ccccc1O	6.6	89.2	91.3	98.4	17.5	2.0	-3.2	-0.4	3.9
Nc1nn2cc(-c3ccccc3)nc2c2ccccc12	6.6	101.4	94.4	81.5	0.9	0.0	-2.1	1.7	6.3
O=C(CSc1nnc2ccccn12)Nc1ccc2c(c1)OCCO2	3.2	99.9	101.9	98.7	11.4	1.0	12.9	2.1	4.1
COc1ccc(CNC(=O)C2CCN(S(=O)(=O)c3ccc(SC)cc3)CC2)cc1	7.8	98.4	100.3	98.0	0.9	2.0	0.0	1.8	9.5
Cc1ccc(NC(=O)CCC(=O)N/N=C/C=C/c2ccccc2)cc1	7.2	102.5	105.3	106.6	4.2	0.0	-5.5	1.8	3.7
COc1cc(O)c2c(=O)c3c(OC)c(O)ccc3oc2c1	1.9	78.8	92.1	97.0	5.2	2.0	-2.5	-3.5	-1.4
CCOc1ccccc1-n1c(SCC(=O)N(CC)CC)nnc1-c1ccccn1	-4.9	98.2	97.2	102.4	8.6	0.0	1.7	1.5	-5.1
Cc1c(CCO)c(=O)[nH]n1S(=O)(=O)c1ccccc1	-1.6	96.8	98.4	98.6	18.4	1.0	2.8	1.7	-1.3
COc1ccc(C(=O)N/C(=C\c2ccc3c(c2)OCO3)C(=O)Nc2ccc(C(=O)O)cc2)cc1	4.7	108.8	112.9	103.6	8.1	0.0	2.1	-0.1	6.4
CCC(Cc1ccccc1)NC(=O)CCc1ccccc1 (stereo not given)	2.6	92.9	92.9	96.4	15.6	11.0	3.1	0.3	8.0
CCOc1cc(N2CCOCC2)c(OCC)cc1NC(=O)CN1CCCC1	10.8	105.8	108.1	82.1	-7.2	2.0	-0.1	-4.4	5.0
CC(C)C[C@H](NC(=O)c1nc[nH]c1C(=O)N[C@@H](CC(C)C)C(=O)OCc1ccccc1)C(=O)OCc1ccccc1	4.7	102.0	95.2	95.0	28.5	3.0	2.3	0.1	1.0
CCCc1nnc(NC(=O)CCC(=O)NC2CC2)s1	-2.4	103.0	105.6	90.8	24.3	2.0	-5.3	0.5	3.2
Cc1ccc(Oc2ccc(NC(=O)c3ccco3)cc2)cc1	4.2	82.5	73.8	100.8	3.5	0.0	2.7	-0.8	4.1
CCC1(CC)NC(=O)N(CC(=O)OCC(=O)c2ccccc2OC)C1=O	-8.4	108.4	103.8	84.3	-5.6	3.0	4.4	-1.0	-1.7
Cc1ccc(SCc2cc(=O)[nH]c(N3CCN(Cc4ccccc4)CC3)n2)cc1	-4.7	112.4	109.1	92.8	11.4	3.0	-4.8	-0.3	0.9
COc1cccc(Nc2nc(-c3sc(NC(=O)CC(C)C)nc3C)cs2)c1	-1.6	94.4	106.1	106.9	5.3	0.0	5.5	2.6	2.0
CCc1ccc(C2CC(c3ccccc3Cl)Nc3nc(N)nn32)cc1 (stereo not given)	8.1	99.0	100.1	95.5	-2.7	2.0	7.5	2.0	23.1
COC(=O)[C@@H]1CC[C@H](C)[C@@H](c2ccc(C)cc2)N1C(=O)c1ccc(/C=N/O[C@@H](C)c2cn([C@H](CO)Cc3ccccc3)nn2)cc1	-3.9	/	/	/	/	/	0.6	-0.7	-1.1
Cn1c(-c2ccco2)n[nH]c1=S	-3.8	97.4	100.2	93.3	-25.0	1.0	9.3	0.4	-12.9
Cc1cn(C)c(=O)n(C)c1=O	-2.6	109.0	111.1	76.2	16.3	1.0	1.9	-1.3	-2.7
(continued)
SMILES	MCL1-BIM inh	AGP1 TOR yeast	CIT2-GFP yeast	Yeast superoxide	VLA-4 inh	GRK2 aptamer HTS	GLD-1 RNA inh	MEX-5 binding	Bcl-xL primary
O=C(CCC(=O)c1cccs1)NNC(=O)c1cc(Cl)ccc1Cl	/	101.0	105.8	91.6	2.6	2.0	1.0	/	/
O=C(O)c1ccccc1-c1ccccc1C(=O)NCCCO	-3.5	102.5	95.7	97.3	7.5	0.0	1.2	0.4	0.5
CC(C)C[C@H](NC(=O)N1CC(=O)Nc2ccccc21)C(=O)N1CCC(C(=O)O)CC1	6.9	91.2	89.6	102.9	28.6	1.0	-0.7	0.0	-0.6
CCCC(C(=O)Nc1ccc(C)c(S(=O)(=O)N2CCOCC2)c1)c1ccccc1 (stereo not given)	-1.7	99.7	101.6	104.1	7.3	2.0	8.0	1.7	3.1
COc1cc(C2C(C(=O)c3ccc(C)o3)=C(O)C(=O)N2c2cc(C)on2)cc(Br)c1O (stereo not given)	7.9	88.8	89.2	116.5	-0.1	3.0	3.1	-1.0	-0.5
Cc1scc(C(=O)Nn2cnnc2)c1-c1ccccc1	0.9	96.5	105.5	89.2	-7.3	0.0	7.3	/	-0.4
COc1ccc(C(=O)COC(=O)c2ccccc2O)c(OC)c1	2.3	99.5	100.4	98.6	1.9	0.0	-2.4	/	0.2
Cc1ccc(C(=O)C(C)OC(=O)C2=COCCO2)cc1C (stereo not given)	2.7	101.9	107.3	105.1	2.0	0.0	1.6	1.6	5.3
O=C(CCn1c(=O)[nH]c2ccsc2c1=O)N1CCN(Cc2ccc3c(c2)OCO3)CC1	-0.9	90.2	107.0	90.9	5.5	5.0	2.3	0.8	0.1
COc1cccc(OCC(=O)N2CCC3(CC2)CC(=O)c2ccccc2O3)c1	1.2	106.4	102.1	93.3	10.6	1.0	1.9	-0.7	5.8
O=C(CCCSc1nc2ccccc2s1)NCc1ccco1	-4.7	98.1	87.1	91.7	5.1	2.0	3.8	/	-1.4
CC[C@H](C)NC(=O)c1ccc(Cn2c(=S)[nH]c3c([nH]c4ccc(OC)cc43)c2=O)cc1	1.8	103.6	109.5	92.0	2.6	9.0	0.4	-3.4	-1.3
Cc1ccc(-c2csc(NC(=O)CSc3nc(C)cs3)n2)cc1	5.6	91.1	89.5	97.5	2.5	0.0	1.5	1.7	8.3
CCOC(=O)c1c(NC(=S)Nc2ccccc2)sc(C)c1C	13.1	104.8	106.5	84.0	6.7	1.0	3.3	1.0	8.3

High-throughput results deposited in PubChem by several laboratories.

This is a random part of the collection; overall some 2.1% were active at least once.
